Screens: PubChem, National Center for Advancing Translational Sciences (NCATS)
ALDH1A1 inh: ALDH1A1 (human) enzyme inhibition; P00352; Purified ALDH1A1, NADH fluorescence, propionaldehyde substrate; Potency, µM (top dose mostly 75.3 µM), for the others: top-dose activity, negative = inhibition, actives largely listed as inhibitors; hit rate 7.3% among 220,000; active = well fitted inhibition curve with a large enough effect, not every such curve was filed as active; inconclusive = small, poorly fitted or top-dose-only effect, or another doubt; inactive = no such curve, though single readings can be large or run the other way;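 note: plate controls were no enzyme wells and a reference inhibitor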
Target sequence (P00352 whole entry, looked up): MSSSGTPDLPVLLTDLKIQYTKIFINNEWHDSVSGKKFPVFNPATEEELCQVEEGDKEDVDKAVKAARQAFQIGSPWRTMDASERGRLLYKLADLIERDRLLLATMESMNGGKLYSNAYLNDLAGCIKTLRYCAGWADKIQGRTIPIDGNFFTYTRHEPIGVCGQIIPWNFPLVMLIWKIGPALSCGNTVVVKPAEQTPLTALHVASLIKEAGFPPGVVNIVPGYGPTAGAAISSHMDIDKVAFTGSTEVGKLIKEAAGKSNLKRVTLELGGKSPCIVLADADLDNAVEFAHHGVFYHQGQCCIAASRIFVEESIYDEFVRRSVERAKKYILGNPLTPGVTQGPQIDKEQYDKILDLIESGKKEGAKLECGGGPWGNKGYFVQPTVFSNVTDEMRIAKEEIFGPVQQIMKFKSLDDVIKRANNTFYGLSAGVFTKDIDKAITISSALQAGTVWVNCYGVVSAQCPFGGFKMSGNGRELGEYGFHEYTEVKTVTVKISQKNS
Tau fluor counter: counter-screen for tau fibril formation inhibitors; hit rate 0.93% among 280,000; Potency, µM (doses to about 57.7 µM), for the others: top-dose activity change, negative = decrease; tau K18 P301L Alexa594 fluorescence, heparin fibrillization; AID 1463; note: nearly all actives have a fitted effect of over 55% in size
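Human tau K18 P301L (15 uM unlabeled, 0.24 uM Alexa 594-labeled) in 100 mM sodium acetate pH 7 with 20 uM heparin, 6 hr at 37 C. ThT 30 uM added, 1 hr ambient; Alexa 594 FP and total fluorescence read at 555/632 nm.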
Tau FP inhib: tau fibrillization inhibition (FP); P10636; K18 P301L tau heparin fibrillization, Alexa594 FP, 6 h; Potency, µM (highest dose often 57.7 µM), for inactives: at the top dose activity, negative = inhibition, most hits filed as inhibitors; hit rate 0.39% among 280,000; note: nearly all actives have a fitted effect of over 55% in size
Target sequence (P10636 561-689 P618L limits assumed): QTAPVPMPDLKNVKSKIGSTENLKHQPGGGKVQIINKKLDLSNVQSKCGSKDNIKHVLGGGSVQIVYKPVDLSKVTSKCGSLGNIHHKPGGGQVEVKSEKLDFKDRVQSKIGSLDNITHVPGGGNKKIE
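FP of Alexa 594-tau after heparin (20 uM) induction. Substrate: human K18 P301L, 15 uM unlabeled, 0.24 uM labeled. Buffer 100 mM sodium acetate pH 7. 6 hr, 37 C.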
TR SRC2 fluor cs: alters Texas Red total fluorescence, flagging assay interference; AID 1479; TRb/SRC2 Texas Red total fluorescence interference; hit rate 0.29% among 280,000; Potency, µM (highest dose often 106 µM), for inactives: at the highest dose fluorescence change, negative = quenching; active = well fitted curve in either direction with a large enough effect; inconclusive = small, poorly fitted or top-dose-only effect
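Human TRβ ligand-binding domain (0.6 uM) and Texas Red SRC2 peptide (20 nM) in Tris buffer with 1 uM T3 and 5% DMSO were incubated with pinned compound for 5 hr at ambient temperature. Total fluorescence was computed as S + 2P (555/632 nm).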
L3MBTL1 inh: blocks human L3MBTL1; AlphaScreen L3MBTL1–H3K9me1 peptide binding; Potency, µM (series often up to 57.1 µM), for inactives: at the highest dose activity, negative = inhibition, usual class: inhibitors; hit rate 0.66% among 230,000; note: nearly all actives have a fitted effect of over 60% in size
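AlphaScreen proximity signal between nickel-chelate acceptor and streptavidin donor beads (final 10 ug/mL) reports binding of 50 nM L3MBTL1 to 75 nM biotin-H3 K9me1 peptide; complex incubated with compounds 30 min at room temperature; cefsulodin titration as control.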
TRb SRC2 PPI: inhibitors of human thyroid hormone receptor beta-SRC2 interaction | TRbeta-SRC2 peptide binding, fluorescence polarization; receptor liganded with 1 µM T3 | Potency, µM (highest dose often 106 µM), for inactives: top-dose activity change, negative = inhibition, actives largely listed as inhibitors | hit rate 0.065% among 280,000 | P10828 | AID 1469;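 note: plate controls were bound peptide for no effect and peptide without receptor for full effect; nearly all actives have a fitted effect of over 50% in size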
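TRb LBD 0.6 uM + Texas Red SRC2 peptide 20 nM, 1 uM T3, Tris buffer w/ 5% DMSO; compound pinned, 5 h RT; FP read ex 555/em 632; normalized to unbound and bound controls.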
GLA spleen mod: inhibits or activates alpha-galactosidase in human spleen homogenate. P06280. human spleen homogenate, 4MU-alpha-Gal fluorescence, 40 min. Potency, µM (top dose mostly 80 µM), for inactives: at the highest dose activity change, negative = inhibition, hits mostly inhibitors. hit rate 0.008% among 240,000. AID 2107;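 note: 0% = enzyme with vehicle and -100% = no enzyme basal signal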
Target sequence (P06280 32-429 limits assumed): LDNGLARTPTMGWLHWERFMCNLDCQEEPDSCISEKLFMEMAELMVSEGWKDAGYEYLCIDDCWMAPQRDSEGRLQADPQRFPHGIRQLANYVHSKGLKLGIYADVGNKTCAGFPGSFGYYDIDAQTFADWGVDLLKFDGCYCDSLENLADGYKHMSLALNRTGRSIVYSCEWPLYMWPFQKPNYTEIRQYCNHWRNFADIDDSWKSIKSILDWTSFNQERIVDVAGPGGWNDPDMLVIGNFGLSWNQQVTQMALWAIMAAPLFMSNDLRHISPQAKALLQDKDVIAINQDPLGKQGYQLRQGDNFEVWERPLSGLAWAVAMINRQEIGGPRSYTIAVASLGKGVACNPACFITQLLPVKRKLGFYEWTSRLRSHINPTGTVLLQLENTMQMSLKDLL
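Fluorogenic readout (Ex 365/Em 440 nm) of 4-methylumbelliferone released from 1 mM 4-MU-alpha-galactoside by spleen homogenate, 40 min at 37C, pH 5.0. Data normalized to no-enzyme and enzyme controls; Hill-equation AC50 from compound titrations.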
Tau ThT inhib: inhibitors of human tau fibril formation, thioflavin T binding. Potency, µM (titrated, usually from 57.4 µM), for inactives: at the highest dose activity, negative = inhibition, hits mostly inhibitors. recombinant tau K18 P301L (four-repeat tau fragment), heparin-induced fibrillization, ThT fluorescence. hit rate 2.1% among 270,000. P10636. AID 1460; note: nearly all actives have a fitted effect of over 55% in size
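Heparin-induced (20 uM) aggregation of recombinant human K18 P301L tau, 15 uM unlabeled with 0.24 uM labeled, pH 7 acetate buffer, 6 hr at 37 C with compound. Fibrils quantified by 30 uM ThT fluorescence after 1 hr ambient incubation.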
* marks the source's active call; other numbers are inactive results; ? = inconclusive; nt = not tested or not shown; [ ] = another dose, or the depositor's remark. Unless noted, calls come from the whole dose curve; as a rule, active = well fitted curve in the direction sought with a large enough effect; inconclusive = small, poorly fitted or top-dose-only effect, or another doubt; inactive = no such curve, though single readings can be large; an effect the other way counts as inactive or inconclusive. Unless noted, % is set by controls: 0 for no effect and ±100 for the full control effect; potency is the fitted concentration of half-maximal effect.

SMILES | ALDH1A1 inh | Tau fluor counter | Tau FP inhib | TR SRC2 fluor cs | L3MBTL1 inh | TRb SRC2 PPI | GLA spleen mod | Tau ThT inhib
N/N=C(\c1ccccc1)C12CN3CN(CN(C3)C1)C2 | 1% | 2% | -1% | -2% | -5% | 9% | 5% | 3%
COC(=O)c1sc(N2C(=O)c3oc4ccc(C)cc4c(=O)c3C2c2ccc(OC)cc2)nc1C (stereo unspecified) | nt | -8% | 5% | 6% | nt | -4% | nt | ?
Cn1c(NC(=O)C[n+]2cc(-c3ccc(Cl)cc3)n3c2CCC3)cc(=O)n(C)c1=O | 5% | 1% | 3% | -1% | 7% | -10% | 1% | -2%
CCCCOc1ccc(CNn2c(C)nc3ccccc3c2=O)cc1 | 1% | -6% | -9% | -3% | 3% | -5% | 11% | ?
CC(=O)Nc1ccc(C)cc1-c1nc2ccccc2n(Cc2cccc(Br)c2)c1=O | nt | 1% | 0% | 0% | nt | 1% | nt | 3%
COc1ccc(S(=O)(=O)N(C)CC(=O)Nc2ccc3c(c2)OCO3)cc1 | ? | -4% | ? | -3% | nt | -5% | 1% | -6%
CC12CCC(C/C1=N/O)C2(C)CBr (stereo unspecified) | nt | 4% | 14% | -4% | 12% | -4% | 1% | 4%
CCOc1ccccc1NC(=O)CN1C(=O)COc2ccc(S(=O)(=O)N3CCCCCC3)cc21 | nt | -3% | 2% | -1% | nt | -4% | nt | 2%
CCCCn1c(NC(C)=O)c(C#N)c2nc3ccccc3nc21 | ? | -3% | -1% | 1% | -3% | 0% | 3% | -4%
O=C(CSc1nc(O)c(C(c2ccccc2)c2ccccc2)c(=O)[nH]1)N1CCOCC1 | -10% | -14% | ? | -2% | 16% | -8% | 3% | ?
CCN(CC)CCCN1C(=O)c2oc3ccccc3c(=O)c2C1c1cc(OC)ccc1OC (stereo unspecified) | 4% | -9% | -9% | 1% | nt | -2% | -7% | -12%
COc1ccc(NC2=C(c3ccccc3)C(=O)c3ccccc32)cc1Cl | nt | ? | -7% | 7% | nt | -1% | nt | -18%
Cc1ccc(-c2nnc(CSc3nnc(C)s3)o2)cc1 | 10% | 1% | -5% | 1% | 3% | -21% | -5% | 1%
O=C(O)CCCNc1cc(N2CCC3(CC2)OCCO3)c2noc3c2c1C(=O)c1ccccc1-3 | ? | ? | ? | 45µM*[fluorescent] | 10µM* | 22µM* | -2% | 25µM*
O=C(c1ccc(COc2ccccc2Br)cc1)N1CCCCCC1 | -2% | 10% | 5% | -2% | -11% | 10% | 1% | 6%
COc1cc(C(=O)NC2=C(C#N)CCC2)cc(OC)c1OC | ? | 1% | -5% | 2% | -8% | 8% | 4% | 2%
O=C(c1cccc(C(=O)N2CCN(c3ccc(F)cc3)CC2)c1)N1CCN(c2ccc(F)cc2)CC1 | 3% | -1% | 6% | 1% | -5% | 0% | -19% | -18%
CCCC(=O)Nc1ccc(NC(=O)c2cccc(OC)c2)nc1 | 4% | -7% | 0% | 3% | 2% | 8% | -1% | -16%
O=C1CC(c2cccc([N+](=O)[O-])c2)c2ccc3ccccc3c2N1 (stereo unspecified) | -2% | ? | 1% | 0% | -16% | -4% | -1% | -13%
CCOC(=O)Cc1csc(N/N=C/c2ccc(C(F)(F)F)cc2)n1 | 10% | -15% | 5% | -1% | 3% | -6% | -4% | -14%
COc1ccc(NC(=O)CSc2nc3ccccc3cc2Cc2ccccc2)cc1 | 7% | -17% | -11% | 0% | 5% | 1% | 14% | 1%
CC1CCc2c(sc(/N=C/N(C)C)c2C#N)C1 (stereo unspecified) | ? | -15% | 17% | -1% | -7% | -6% | -5% | ?
FC(F)(F)c1cnc(Sc2ncn[nH]2)c(Cl)c1 | 3% | 5% | 5% | -1% | 21% | 4% | -3% | 4%
O=C(NCc1ccc2c(c1)OCO2)NC12CC3CC(CC(C3)C1)C2 | ? | -10% | -2% | -2% | 29% | -8% | -3% | -2%
CCNC(=S)N(CCc1ccc(S(N)(=O)=O)cc1)C1CC(=O)N(c2ccccc2)C1=O (stereo unspecified) | ? | -21% | -8% | -2% | 7% | 1% | -9% | -1%

The list continues:
SMILES | ALDH1A1 inh | Tau fluor counter | Tau FP inhib | TR SRC2 fluor cs | L3MBTL1 inh | TRb SRC2 PPI | GLA spleen mod | Tau ThT inhib
CN(C)CC(C)(C)CNS(=O)(=O)c1cccc(Cl)c1Cl | -3% | -4% | 0% | 3% | nt | -10% | 2% | -5%
COC(=O)C1=C(Cn2cnc3ccccc32)NC(=O)NC1c1cc(C)ccc1C (stereo unspecified) | 4% | -6% | -4% | -4% | -1% | -9% | -6% | -4%
Cc1ccc(Cl)cc1N1CCN(C(=O)c2ccc(CN3CCOCC3)cc2)CC1 | -4% | 7% | -4% | -1% | nt | -4% | 5% | -11%
COc1ccc(CCn2c(C)cc(C(=O)CSc3nc(N)cc(=O)[nH]3)c2C)cc1 | -5% | -8% | -6% | 3% | -13% | -5% | 4% | ?
COc1cccc([C@H]2Oc3ccc(OC)cc3/C(=N\OC[C@@H](O)[C@@H]3O[C@@H]4OC(C)(C)O[C@@H]4[C@H]3O)[C@@H]2O)c1 | -8%[13.5 µM] | -11%[11.6 µM] | 0%[11.6 µM] | 1%[11.2 µM] | nt | 0%[11.2 µM] | 1%[17.5 µM] | -15%[11.5 µM]
COC(=O)C1=C(C)Nc2nc3ccccc3n2C1c1ccccc1F (stereo unspecified) | nt | -5% | 0% | -3% | -4% | -8% | -6% | 0%
CCC(C)c1ccc(NC(=S)NN2CCOCC2)cc1 (stereo unspecified) | ? | -15% | 5% | 0% | 1% | -4% | -4% | -4%
Cc1cc2ncn(/N=C/c3ccc(-c4ccccc4)o3)c2cc1C | -9% | -24% | -9% | 2% | -4% | -24% | -12% | ?
CC1Cc2ccccc2N1C(=O)CSc1nnc(Cn2nnc3ccccc32)n1C (stereo unspecified) | 10µM* | -5% | -5% | 1% | -3% | 10% | -7% | -2%
CSc1ccccc1C(=O)NCc1ccc2c(c1)OCO2 | 13% | 1% | 1% | -3% | -16% | 0% | 2% | 8%
CCOC(=O)c1cccc2c1N[C@@H](c1ccc(F)cc1)[C@H]1CC=C[C@@H]21 | nt | ? | -11% | -1% | nt | 5% | nt | ?
CN1C(=O)CC(C(=O)Nc2ccc(C(=O)O)cc2)SC1=Nc1ccc(Cl)cc1 (stereo unspecified) | nt | -4% | -4% | -11% | nt | -1% | nt | -5%
COC(=O)c1sc2cccc(F)c2c1S(=O)(=O)Nc1cc(C)c(Cl)cc1OC | nt | -29% | -14% | 0% | nt | -4% | nt | -4%
CCC(C)NC(=O)CCCN1C(=O)CCn2nc(-c3cccn3C)cc21 (stereo unspecified) | nt | 2% | -3% | -2% | nt | 2% | nt | -4%
COc1ccc2c(c1)C(C1C(=O)CCCC1=O)c1ccccc1O2 (stereo unspecified) | -2% | -12% | -5% | 1% | 6% | 3% | 0% | -24%
CC1=C(c2ccc(C)c(C)c2)S(=O)(=O)N(Cc2ccc(C(=O)NCc3ccccc3F)cc2)C1=O | nt | ? | 1% | ? | nt | -1% | nt | -18%
COc1ccnc(N=CNOCc2ccc(C)cc2)c1C#N | -7% | -8% | 1% | -6% | nt | -4% | 0% | -13%
O=C(c1cnc2n(c1=O)CCS2)N1CCc2ccccc21 | -10% | 3% | 8% | -5% | 2% | 0% | -2% | 13%
CCOC(=O)n1c(=O)n(Cc2ccc(Cl)c(Cl)c2)c2ccccc21 | 0% | -21% | 4% | -4% | 16% | -4% | 1% | ?
Cc1ccccc1CN1CCN(CC(=O)NCc2ccccc2)C1=O | -1% | -2% | -3% | 2% | 0% | -8% | 1% | -3%
CCn1c(CSc2nc3ccccc3s2)nnc1SCC(=O)c1ccc2c(c1)OCCO2 | ? | -17% | 4% | 3% | -4% | -1% | 6% | ?
C[C@@H]1OC(OC2C(OC3CC[C@@]4(C)C5CC=C6C7CC(C)(C)CC[C@@]7(C(=O)O)CCC6(C)C5(C)CCC4[C@]3(C)CO)OCC(O)C2O)C(O)C(O)C1O (stereo partly specified) | 5% | -6% | -10% | -10% | nt | 2% | 9% | -7%
CN1/C(=C/C=C(/C#N)C(N)=O)C(C)(C)c2ccccc21 | 6% | -1% | -1% | -2% | -4% | 1% | -19% | -11%
COc1ccc2c(C)c(CCC(=O)NCCc3ccc(OC)c(OC)c3)c(=O)oc2c1 | nt | -7% | -7% | -5% | nt | 11% | nt | -15%
COc1ccc(NC(=O)Cn2c(C(C)C)nc(C)cc2=O)cc1Cl | ? | 4% | -3% | -3% | -14% | 0% | -2% | 6%

(next part)
SMILES | ALDH1A1 inh | Tau fluor counter | Tau FP inhib | TR SRC2 fluor cs | L3MBTL1 inh | TRb SRC2 PPI | GLA spleen mod | Tau ThT inhib
Cc1ccnc(NS(=O)(=O)c2cc([N+](=O)[O-])ccc2C)c1 | 4% | 0% | 6% | -1% | nt | -4% | 2% | 4%
COc1cc2c(=O)n(CCC(=O)NCC3CCCO3)c(=O)n(CC(=O)Nc3ccc(C)cc3)c2cc1OC (stereo unspecified) | nt | -5% | -4% | -1% | nt | -7% | nt | 8%
COc1ccc2nc(SCC(=O)NC(C)C)[nH]c2c1 | -3% | 1% | 2% | 2% | 5% | 0% | 0% | -1%
Cc1ccc(CSc2nc3ccc(NC(=O)C(C)C)cc3s2)cc1 | nt | -16% | -9% | ? | nt | -3% | nt | -3%
C[C@H]1Cc2c(-c3ccccc3)nc3c(c2CO1)CN(C(=O)Nc1cccc(C#N)c1)CC3 | -8%[13.5 µM] | -17%[11.6 µM] | -2%[11.6 µM] | 0%[11.2 µM] | nt | 4%[11.2 µM] | 0%[17.5 µM] | -5%[11.5 µM]
CCOC(=O)N1CCC(n2c(SCC(=O)c3ccccc3)nc3ccsc3c2=O)CC1 | 3% | 1% | 0% | -1% | -1% | -13% | -8% | -2%
